FLuc modulator: qHTS profiling assay for firefly luciferase inhibitor/activator using purifed enzyme and Km concentrations of substrates (counterscreen for miR-21 project). purified FLuc, Km substrates, luminescence inhibition. Potency, µM (series often up to 57.5 µM), inactives show at the top dose activity change, negative = inhibition, hits mostly inhibitors. 360,000 tested, 6.9% active. AID 588342, 2011;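 further: potency means the concentration at half of the fitted maximal effect; plate controls were vehicle for no effect and reference inhibitor for full effect; nearly all actives have a fitted effect of over 55% in size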
Target sequence (P08659 whole entry, looked up): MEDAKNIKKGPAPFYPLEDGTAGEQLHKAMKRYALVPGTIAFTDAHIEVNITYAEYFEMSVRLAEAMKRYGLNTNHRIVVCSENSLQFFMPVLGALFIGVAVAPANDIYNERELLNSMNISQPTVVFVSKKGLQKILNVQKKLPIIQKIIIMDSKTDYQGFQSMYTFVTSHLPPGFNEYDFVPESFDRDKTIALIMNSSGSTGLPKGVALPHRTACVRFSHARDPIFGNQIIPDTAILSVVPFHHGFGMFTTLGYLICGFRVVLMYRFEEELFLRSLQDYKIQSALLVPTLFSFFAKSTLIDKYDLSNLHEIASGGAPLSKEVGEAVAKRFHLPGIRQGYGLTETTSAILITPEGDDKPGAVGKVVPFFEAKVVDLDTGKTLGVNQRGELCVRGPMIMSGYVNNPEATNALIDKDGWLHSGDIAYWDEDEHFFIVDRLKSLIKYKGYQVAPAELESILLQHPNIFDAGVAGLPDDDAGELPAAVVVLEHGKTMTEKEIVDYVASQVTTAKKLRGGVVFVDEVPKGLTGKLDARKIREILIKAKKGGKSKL
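Biochemical qHTS of compounds, final roughly 60 µM downward over six points, against 10 nM purified firefly luciferase using Km concentrations of substrates (10 uM D-luciferin, 10 uM ATP) in Tris acetate pH 7.5 buffer; luminescence output.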
RORgamma inh: qHTS for inhibitors of ROR gamma transcriptional activity; Drosophila S2 Gal4-RORgamma UAS-luciferase reporter, 20 h; 310,000 tested, 5.4% active; Potency, µM (top dose mostly 53.6 µM), without a hit: at the highest dose activity change, negative = inhibition, most hits filed as inhibitors; AID 2551, 2010; Nuclear receptor ROR-gamma (Mus musculus), P51450; further: potency means the concentration at half of the fitted maximal effect; on the % scale 0 is the no-effect control and ±100 the full control effect; nearly all actives have a fitted effect of over 60% in size
Target sequence (P51450 whole entry, looked up, the tested form may be a part): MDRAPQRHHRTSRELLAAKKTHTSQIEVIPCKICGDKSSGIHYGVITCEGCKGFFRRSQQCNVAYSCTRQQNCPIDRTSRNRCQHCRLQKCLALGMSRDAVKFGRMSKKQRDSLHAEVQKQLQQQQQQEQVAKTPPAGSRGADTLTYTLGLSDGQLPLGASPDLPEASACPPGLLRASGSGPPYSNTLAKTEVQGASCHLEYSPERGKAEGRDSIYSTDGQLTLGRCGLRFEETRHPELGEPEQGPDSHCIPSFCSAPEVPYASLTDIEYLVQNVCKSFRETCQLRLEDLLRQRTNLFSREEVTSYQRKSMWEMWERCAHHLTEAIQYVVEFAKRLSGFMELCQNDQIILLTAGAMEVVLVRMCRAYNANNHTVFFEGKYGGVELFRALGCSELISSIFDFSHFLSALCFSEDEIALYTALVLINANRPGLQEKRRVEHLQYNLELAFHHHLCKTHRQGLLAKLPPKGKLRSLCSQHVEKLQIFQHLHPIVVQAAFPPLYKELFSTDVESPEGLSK
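Compounds are pin-transferred onto Drosophila Schneider cells expressing a copper-inducible Gal4–ROR gamma transactivation domain fusion. After 1 hr, copper sulfate is added to 700 uM final; luciferase is read 20 hr later.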
ELG1 genotoxic: qHTS screen for small molecules that induce genotoxicity in human embryonic kidney (HEK293T) cells expressing luciferase-tagged ELG1; Potency, µM (titrated, usually from 46 µM), inactives show top-dose activity change, positive = activation, actives largely listed as activators; HEK293T ELG1-luciferase reporter, luminescence, 16 h; 330,000 tested, 1.3% active; further: potency means the concentration at half of the fitted maximal effect; % of control where 0% means no effect; nearly all actives have a fitted effect of over 60% in size
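HEK293T cells expressing luciferase-tagged ELG1 were treated with compound or DMSO for 16 hr at 37°C. Luciferase activity was then read after 30 min with ONE-Glo at room temperature; rising signal flags genetic stress.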
Tb PFK inh: qHTS Assay to Find Inhibitors of T. brucei phosphofructokinase. ATP-dependent 6-phosphofructokinase (Trypanosoma brucei brucei), O15648. T. brucei PFK, ADP-Glo luminescence. Potency, µM (top dose mostly 57.5 µM), for the others: at the top dose activity, negative = inhibition, usual class: inhibitors. 330,000 tested, 0.17% active. AID 485367, 2010;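 further: potency means the concentration at half of the fitted maximal effect; 0% = uninhibited 1x PFK enzyme wells and -100% = no-enzyme wells; nearly all actives have a fitted effect of over 60% in size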
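1.25 nM PFK with 0.5 mM F6P and 0.1 mM ATP in 0.1 M TEA pH 8.0, 5 mM MgCl2, incubated 45 min at room temperature; ADP measured by ADP-Glo luminescence; compounds titrated up to 57 uM.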
p53 reactivator: qHTS assay for re-activators of p53 using a Luc reporter; H1299 p53-A138V BP100-luciferase reporter, luminescence, 24 h; Potency, µM (titrated, usually from 92.2 µM), for the others: at the highest dose activity change, positive = activation, most hits filed as activators; 320,000 tested, 0.063% active; AID 504706, 2011; further: potency means the concentration at half of the fitted maximal effect; % of control where 0% means no effect; nearly all actives have a fitted effect of over 45% in size
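p53-null H1299 cells stably carrying temperature-sensitive p53-A138V and a BP100-luciferase reporter were pinned with compounds (4-point, 1:5 series) and held 24 hrs at 37 deg C. Luminescence was read 10 min after detection reagent.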
Rab9 promoter act: qHTS Assay for Rab9 Promoter Activators. Huh7 Rab9 promoter-luciferase reporter, luminescence, 24 h. Potency, µM (highest dose often 9.22 µM), for inactives: at the top dose activation, negative = inhibition, most hits filed as activators. 320,000 tested, 2.8% active; further: potency means the concentration at half of the fitted maximal effect; % of control where 0% means no effect; nearly all actives have a fitted effect of over 60% in size
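Steps: seed 1500 Huh7 Rab9-luc cells per well, rest 2 h at 37 °C; add compound in DMSO; incubate 24 h; add luciferase reagent, 10 min ambient; read luminescence.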
VP16 counter: VP16 counterscreen qHTS for inhibitors of ROR gamma transcriptional activity; Drosophila S2 Gal4-VP16 UAS-luciferase, luminescence, 20 h; Potency, µM (titrated, usually from 53.6 µM), for inactives: top-dose activity, negative = inhibition, usual class: inhibitors; 310,000 tested, 3.5% active;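 further: Gal4-VP16 expression switched on by copper sulfate through the metallothionein promoter; potency means the concentration at half of the fitted maximal effect; on the % scale 0 is the no-effect control and ±100 the full control effect; nearly all actives have a fitted effect of over 50% in size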
TRPV1 ag: HTS Assay for Compounds that Act as Agonists of the Vanilloid Receptor 1. Transient receptor potential cation channel subfamily V member 1 (Homo sapiens), Q8NER1. TRPV1-expressing cells, Fluo-8 calcium influx, agonist mode. activation, % at 8.33 µM. 320,000 tested, 0.19% active. AID 540275, 2011; in the data active means activation above about 80%; inconclusive means between about 30% and that limit; further: 0% is about no effect
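Fluo-8 calcium influx in TRPV1-expressing cells, kinetic read (ex 480/em 520 nm). Compound added and read 3 min for agonist activity, followed by capsaicin at EC20 final and 2 min further read for enhancement.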
NPC1 promoter act: qHTS Assay for NPC1 Promoter Activators. 320,000 tested, 2.4% active. Huh7 NPC1 promoter luciferase reporter, 24 h. Potency, µM (doses to about 9.22 µM), for the others: top-dose activation, most hits filed as activators;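 further: potency means the concentration at half of the fitted maximal effect; % of control where 0% means no effect; nearly all actives have a fitted effect of over 60% in size; reporter is driven by a mutant NPC1 promoter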
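Stably transfected Huh7 (NPC1 promoter→luciferase), 1500 cells/well in Opti-MEM + 10% FBS, 2 h settle, then compound 24 h at 37 °C. Luminescence after 10 min with Amplite reagent.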
BRCA1 expr up: qHTS Assay to Identify Small Molecule Activators of BRCA1 Expression. MCF7-BRCA1-FFLuc reporter, luminescence, 48 h; response scale: scaled: vehicle 0%, 10 µM genistein 100%. Potency, µM (doses to about 46.1 µM), for inactives: top-dose activation, most hits filed as activators. 380,000 tested, 1.1% active; further: potency means the concentration at half of the fitted maximal effect; nearly all actives have a fitted effect of over 80% in size; some results filed as inactive show a strong effect at the top dose
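Reporter cells (MCF7, BRCA1 promoter-firefly luciferase) received library compounds across a concentration series for 48 h. End-point luminescence was measured and concentration-effect curves derived after normalization.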
ELG1 repair inh: qHTS screen for small molecules that inhibit ELG1-dependent DNA repair in human embryonic kidney (HEK293T) cells expressing luciferase-tagged ELG1. AID 504467, 2011. Potency, µM (series often up to 46.1 µM), for inactives: at the highest dose activity change, negative = inhibition, most hits filed as inhibitors. HEK293T ELG1-luciferase reporter, luminescence, 16 h; DNA damage induced by 5-fluorouridine. 330,000 tested, 2.3% active; further: potency means the concentration at half of the fitted maximal effect; on the % scale 0 is the no-effect control and ±100 the full control effect; nearly all actives have a fitted effect of over 55% in size
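Luminescence from the luciferase reporter, measured 30 min after ONE-Glo reagent at room temperature, was the read-out. Beforehand, 2,000 cells per well were exposed for 16 hr at 37 °C to 5-fluorouridine together with compound or vehicle.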
* hit, by the source's call; u = inconclusive; x = not tested or not shown; [ ] = dose if it differs, or a comment. Unless noted, the call rests on the fitted dose curve; in most records, active means well fitted curve in the direction sought with a large enough effect; inconclusive means small, poorly fitted or top-dose-only effect, or another doubt; inactive means no such curve, though single readings can be large; an effect the other way counts as inactive or inconclusive.

SMILES	FLuc modulator	RORgamma inh	ELG1 genotoxic	Tb PFK inh	p53 reactivator	Rab9 promoter act	VP16 counter	TRPV1 ag	NPC1 promoter act	BRCA1 expr up	ELG1 repair inh
Cc1ccc(NC(=O)CN2CCc3ccccc3C2)cc1F	-17%	45%	1%	-8%	4%	-3%	0%	15	2%	27%	0%
COc1ccc(NC(=O)C2OC3OC(C)(C)OC3C3OC(C)(C)OC23)cc1 (configuration not stated)	4%	u	-2%	-5%	15%	-4%	3%[0.365 µM]	-5	-2%	0%	5%
COCCCn1c(=S)[nH]c2sc3c(c2c1=O)CCCC3	19µM*	0.79µM*	-8%	1%	-1%	-4%	1µM*	-1	-3%	-21%	0%
O=C(Cn1cnc2ccccc2c1=O)NCCC(=O)Nc1ccccc1C(F)(F)F	1%	9%	19%	2%	3%	1%	-2%	0	-3%	-23%	0%
Cc1cccc(N2CCN(C(=O)c3cccc(S(=O)(=O)N4CCc5ccccc5C4)c3)CC2C)c1 (configuration not stated)	1%	u	-10%	0%	5%	-12%	u	1	-8%	-52%	u
COc1cc(/C=C2/C(=N)N3C(=NC2=O)SN=C3S(C)(=O)=O)ccc1OS(=O)(=O)c1ccc(C)cc1	-19%	-36%	-1%[9.26 µM]	-1%	15%	0%	-12%	-1	0%	2%	25%
Cc1c(NC(=O)CSC(=S)N2CCCC2)c(=O)n(-c2ccccc2)n1C	6%	x	-4%	-1%	-1%	-4%	x	-2	-11%	2%	2%
O=C(NCC1CCN(Cc2ccccc2F)CC1)C1CCCN(c2ncnc3c2nc2n3CCCCC2)C1 (configuration not stated)	-1%	1%	-8%	-3%	6%	-2%	-26%	-4	-3%	-19%	7.3µM*
CC1=C([N+](=O)[O-])C(c2ccccc2)C2=C(N1)c1ccccc1C2=O (configuration not stated)	-20%	-16%	4%	-1%	3%	-9%	-2%	26	-8%	-96%	-1%
COc1ccc(N2CCN(CCNC(=O)CCS(=O)(=O)c3cccc4nsnc34)CC2)cc1	0%	12%	3%	-4%	-3%	-5%	-9%	-3	-3%	x	-12%
COc1ccc(OC)c(N(CC(=O)NCCSC2CCCCC2)S(=O)(=O)c2ccccc2)c1	3%	1%	-6%	1%	1%	-5%	-8%	10	1%	-6%	-6%
Cn1c(=O)c2c(nc(Sc3nc4ccccc4n3CC(=O)N3CCCCC3)n2C)n(C)c1=O	0%	18%	0%	-1%	0%	-1%	-9%	-1	-1%	-23%	7%
COC(=O)C1CCN(C(=O)COC(=O)C2CCN(S(=O)(=O)c3c(Cl)cccc3Cl)CC2)CC1	-1%	x	1%	-9%	-2%	-5%	x	0	0%	16%	-2%
CCCC(=O)Nc1sc(C)c(C)c1C#N	0%	-5%	7%	-3%	8%	0%	-5%	2	3%	-31%	11%
COc1ccc(Oc2nc(-c3ccncc3)nc3ccccc23)cc1	1%	-33%	-7%	4%	-1%	-1%	3%	6	-1%	-29%	u

3 compounds out of the list above, arranged by their value in TRPV1 ag, lowest first:
Molecule,TRPV1 ag
COc1ccc(NC(=O)C2OC3OC(C)(C)OC3C3OC(C)(C)OC23)cc1 (configuration not stated),-5
COc1ccc(N2CCN(CCNC(=O)CCS(=O)(=O)c3cccc4nsnc34)CC2)cc1,-3
COc1cc(/C=C2/C(=N)N3C(=NC2=O)SN=C3S(C)(=O)=O)ccc1OS(=O)(=O)c1ccc(C)cc1,-1

More results
SMILES	FLuc modulator	RORgamma inh	ELG1 genotoxic	Tb PFK inh	p53 reactivator	Rab9 promoter act	VP16 counter	TRPV1 ag	NPC1 promoter act	BRCA1 expr up	ELG1 repair inh
CC1CN(c2nnnn2-c2ccccc2)CC(C)O1 (configuration not stated)	2%	-4%	2%	2%	-1%	9%	-10%	0	-3%	11%	0%
C=CCOc1ccc(/C=C/C(=O)OCC(=O)NCc2cccc(OC)c2)cc1	x	x	2%	-3%	5%	2%	x	15	3%	-3%	u
COc1ccc(N2CCN(C(=O)c3ccccc3N(C)S(=O)(=O)c3ccccc3)CC2)cc1	4%	-20%	-8%	6%	-21%	3%	6%	-3	-4%	-34%	1%
CCCCCCc1ccc(N2C[C@H](C)[C@@H](CC(=O)NCc3ccccc3)C2=O)cc1	-14%	37%	7%	-3%	x	3%	-8%	9	5%	32%	5%
CCN(CC)S(=O)(=O)c1ccc(-c2nnc(SCc3nnc(-c4ccc(C)cc4)o3)n2CC)cc1	-17%	0%	-12%	-1%	7%	0%	9%	3	-2%	-2%[1.84 µM]	u
COc1ccc(S(=O)(=O)N2CCC(C(=O)NCc3ccncc3)CC2)cc1	0%	0%	0%	2%	-4%	0%	10%	-2	0%	1%	13%
Cc1sc2nc(SCC(=O)Nc3ccccc3F)[nH]c(=O)c2c1C	-1%	-7%	16%	2%	3%	0%	7%	1	-5%	-36%	16%
O=C(NC1CCCC1)C(c1ccc(O)cc1)N(CC1CCCO1)C(=O)C1COc2ccccc2O1 (configuration not stated)	1%	11%	-6%	1%	1%	1%	0%	11	1%	1%	u
Cc1ccc(Nc2nc(C)cc(C)c2C(N)=O)cc1	-2%	2%	3%	2%	3%	4%	12%	-2	-1%	-5%	1%
OC1(c2cccnc2)CCN(Cc2nnnn2C2CCCCC2)CC1	-2%	-15%	0%	1%	8%	-10%	-4%	1	-5%	7%	1%
CN(C)c1nc(OCCNC(=O)Nc2ccccc2)nc(N2CCCCC2)n1	4%	28%	-3%	-1%	-1%	-9%	-6%	u	-4%	-7%	u
COc1ccc2cc(-c3cc(C(=O)OCC(=O)NC4CCS(=O)(=O)C4)c4ccccc4n3)ccc2c1 (configuration not stated)	0.48µM*	2.8µM*	u	-7%	u	0.5µM*	1.8µM*	23	0.63µM*	-1%	u
COc1ccc2[nH]cc(C(=O)CN3CCN(C4CCCCC4)CC3)c2c1	0%	26%	0%	3%	2%	7%	-28%	4	-4%	0%	-2%
C=C(C)Cn1c(C2CC(=O)N(Cc3ccccc3)C2)nc2ccccc21 (configuration not stated)	6%	u	-2%	-4%	-4%	-2%	6%	11	-3%	-7%	2%
CC1CN(C(=O)/C=C/c2ccc3c(c2)OCO3)CC(C)O1 (configuration not stated)	-7%	-4%	2%	-8%	6%	0%	-1%	2	-2%	8%	8%
Nc1c(-c2ccccc2)c(CN2CCOCC2)nn1-c1ccc(C(=O)O)cc1	-3%	1%	2%	8%	5%	-3%	-22%	-7	0%	-1%	2%
CC(C)NC(=O)NC(=O)CSc1nnc(-c2ccccc2F)n1N	-1%	1%	4%	0%	-1%	-5%	7%	-2	-2%	2%	6%
Cc1cccc(NC(=O)CN(CC2CCCO2)C(=O)c2oc3ccc(F)cc3c2C)c1C (configuration not stated)	-8%	x	-1%	-4%	0%	24%	x	10	24%	-43%	u
CC(C)C(=O)Nc1ccc2nn(-c3ccc(F)cc3)nc2c1	0.85µM*	u	u	2%	1%	0.089µM*	-25%	11	0.11µM*	u	u
O=C(CSC1=N/C(=C/c2ccc(Cl)c(Cl)c2)C(=O)N1c1ccccc1F)NC1CC1	7%	u	1%	-1%	-10%	0%	-1%	-2	2%	-38%	u
CCOc1ccc2nc(NC(=O)CSC3=NCCS3)sc2c1	15µM*	14µM*	u	0%	u	u	-18%	1	u	32%	-1%
O=C(NCC(c1cccnc1)N1CCN(c2ccc(F)cc2)CC1)c1ccc(F)cc1 (configuration not stated)	-2%	18%	4%	-25%	-19%	8%	-23%	x	19%	-21%	u
Cc1noc(C)c1NC(=O)N(C)C[C@@H]1Oc2ccc(NC(=O)Cc3cn(C)c4ccccc34)cc2CC(=O)N([C@H](C)CO)C[C@@H]1C	x	x	-3%	-1%	1%	x	x	x	x	16%	20%
COc1cc(C(=O)NCc2nnc(SCC(=O)N3CCC(C)CC3)o2)cc(OC)c1OC	3%	-2%	5%	0%	-3%	-1%	12%	-4	-1%	18%	-1%
COc1cccc(NC(=O)COC(=O)CCC(=O)c2cccs2)c1	3%	x	2%	4%	u	-3%	x	8	-4%	5%	2%
